Screening data deposited in PubChem by National Center for Advancing Translational Sciences (NCATS).
PLK1 PBD block – qHTS for Inhibitors of PLK1-PDB (polo-like kinase 1 - polo-box domain): Primary Screen | Plk1 PBD binding of FITC phosphopeptide, fluorescence polarization | Potency, µM, for the others: max response, negative = inhibition, actives largely listed as inhibitors | 360,000 tested, 2.8% active; further: potency means the concentration at half of the fitted maximal effect; series mostly up to about 57 µM; on the % scale 0 is the no-effect control and ±100 the full control effect; nearly all actives have a fitted effect of over 65% in size
Target sequence (P53350 whole entry, looked up, the tested form may be a part): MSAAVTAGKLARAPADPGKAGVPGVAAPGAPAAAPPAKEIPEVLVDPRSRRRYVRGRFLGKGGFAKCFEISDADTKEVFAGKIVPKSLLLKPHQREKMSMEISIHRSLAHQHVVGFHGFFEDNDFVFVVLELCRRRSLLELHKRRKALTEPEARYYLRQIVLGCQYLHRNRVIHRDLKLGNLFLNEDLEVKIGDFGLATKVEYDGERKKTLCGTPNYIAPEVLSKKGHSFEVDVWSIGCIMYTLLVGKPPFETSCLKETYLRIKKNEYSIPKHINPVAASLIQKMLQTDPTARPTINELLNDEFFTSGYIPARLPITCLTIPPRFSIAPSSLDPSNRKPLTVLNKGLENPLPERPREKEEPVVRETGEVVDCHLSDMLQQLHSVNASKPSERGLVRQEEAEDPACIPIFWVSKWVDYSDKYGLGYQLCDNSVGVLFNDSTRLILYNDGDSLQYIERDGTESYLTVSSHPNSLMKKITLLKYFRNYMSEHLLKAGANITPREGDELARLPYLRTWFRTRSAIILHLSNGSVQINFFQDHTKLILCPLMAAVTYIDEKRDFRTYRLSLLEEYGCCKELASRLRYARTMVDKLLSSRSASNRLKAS
WRN helicase inh – qHTS for Inhibitors of WRN Helicase; Bifunctional 3'-5' exonuclease/ATP-dependent helicase WRN (Homo sapiens), Q14191; WRN helicase unwinding, fluorescent forked duplex, kinetic; Potency, µM (series often up to 114 µM), inactives show top-dose activity change, negative = inhibition, usual class: inhibitors; 360,000 tested, 0.46% active; AID 651768, 2012; further: potency means the concentration at half of the fitted maximal effect; on the % scale 0 is the no-effect control and ±100 the full control effect; nearly all actives have a fitted effect of over 55% in size
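Screening of the MLSMR collection measured strand separation of a quenched forked DNA duplex (100 nM) by 20 nM WRN with 2 mM ATP, all final. Compounds were preincubated with enzyme 15 min at room temperature.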
EPAC1 antagonist – qHTS for Antagonist of cAMP-regulated guanine nucleotide exchange factor 3 (EPAC1): primary screen; Rap guanine nucleotide exchange factor 3 (Homo sapiens), O95398; EPAC1 GEF assay, Rap1b-BODIPY-GDP exchange fluorescence; Potency, µM (doses to about 115 µM), inactives show at the highest dose activity change, negative = inhibition, actives largely listed as inhibitors; 360,000 tested, 0.14% active; AID 720709, 2013;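 further: potency means the concentration at half of the fitted maximal effect; plate controls were vehicle for no effect and positive control for full effect; nearly all actives have a fitted effect of over 50% in size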
MmCpn inh – Inhibitors of TCP-1 ring complex (TRiC) of Methanococcus maripaludis (MmCpn): qHTS; purified Mm-Cpn ATPase, ADP Transcreener TR-FRET; Potency, µM (series often up to 76.9 µM), without a hit: at the top dose activity, negative = inhibition, hits mostly inhibitors; 330,000 tested, 0.031% active; further: potency means the concentration at half of the fitted maximal effect; on the % scale 0 is the no-effect control and ±100 the full control effect; nearly all actives have a fitted effect of over 80% in size
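Purified archaeal chaperonin (25 nM final) was preincubated with compound for 10 min at 37°C, then ATP (10 uM final) was added for 30 min at 37°C in Tris pH 7.4/KCl/MgCl2/DTT buffer. ADP was quantified by HTRF Transcreener TR-FRET.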
PI5P4Ka inh – qHTS for Inhibitors of phosphatidylinositol 5-phosphate 4-kinase (PI5P4K); PI5P4Kalpha enzyme, ADP-Glo luminescence, 60 min; active compounds read low; max response, %; 330,000 tested, 1.2% active; AID 652105, 2013; active means max response of -50% or lower; inconclusive means between -30% and -50%; inactive means -30% or higher; further: value at the top dose of about 77 µM; on the % scale 0 is the no-effect control and ±100 the full control effect
Target sequence (P48426 whole entry, looked up): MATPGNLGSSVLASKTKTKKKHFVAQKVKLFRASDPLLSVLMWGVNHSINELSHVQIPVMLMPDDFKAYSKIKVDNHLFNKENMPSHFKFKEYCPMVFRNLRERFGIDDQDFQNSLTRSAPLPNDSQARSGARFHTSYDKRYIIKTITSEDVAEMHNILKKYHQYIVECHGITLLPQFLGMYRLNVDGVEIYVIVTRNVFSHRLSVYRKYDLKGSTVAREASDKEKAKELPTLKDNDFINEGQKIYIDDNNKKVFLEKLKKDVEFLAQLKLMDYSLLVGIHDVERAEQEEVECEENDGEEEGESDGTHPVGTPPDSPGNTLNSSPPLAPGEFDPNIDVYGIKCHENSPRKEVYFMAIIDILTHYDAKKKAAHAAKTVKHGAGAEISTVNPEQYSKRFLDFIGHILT
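Human PI5P4Kalpha with substrate in 0.038 M HEPES pH 7.4, 0.28 mM EGTA, 0.1% CHAPS, 5% DMSO; reaction started with 5 microM ATP (final), 60 min at room temperature. ADP formed read by ADP-Glo luminescence.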
EPAC2 antag – qHTS for Antagonist of cAMP-regulated guanine nucleotide exchange factor 2 (EPAC2): primary screen | Rap guanine nucleotide exchange factor 4 (Homo sapiens), Q8WZA2 | EPAC2 GEF exchange of Rap1B-BODIPY-GDP, fluorescence | Potency, µM (top dose mostly 114 µM), without a hit: top-dose activity, negative = inhibition, actives largely listed as inhibitors | 360,000 tested, 0.18% active; further: potency means the concentration at half of the fitted maximal effect; on the % scale 0 is the no-effect control and ±100 the full control effect; nearly all actives have a fitted effect of over 45% in size; many of its hits are not listed in these tables
EPAC1 ag – qHTS for Agonist of cAMP-regulated guanine nucleotide exchange factor 3 (EPAC1): primary screen | Rap guanine nucleotide exchange factor 3 (Homo sapiens), O95398 | EPAC1 agonist qHTS, biochemical assay; response scale: 100% = response to 6.5 mM cAMP | Potency, µM (highest dose often 154 µM), for inactives: at the top dose activation, hits mostly activators | 360,000 tested, 0.073% active | AID 720707, 2013; further: potency means the concentration at half of the fitted maximal effect; nearly all actives have a fitted effect of over 60% in size
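Multi-concentration qHTS readout: loss of Rap1B-bound BODIPY-GDP fluorescence driven by 100 nM EPAC1 with excess GDP (50 uM), monitored kinetically at room temperature; agonist response expressed relative to 6.5 mM cAMP.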
CCT modulator – High-Throughput Screening for Modulators of Cytosolic Chaperonin Activity | purified chaperonin ATPase assay, HTRF ADP detection, 30 min | activity change, % (no concentration beside the values), hits read low | 360,000 tested, 0.3% active; in the data active means activity change below about -30%; further: on the % scale 0 is the no-effect control and ±100 the full control effect
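We incubate TRiC, 40 or 20 nM final, with library compounds at 76 uM and 10 uM ATP for 30 min at 37 °C. ADP formed is detected with Transcreener HTRF reagents after 30 min at room temperature.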
An asterisk follows results filed as active; u = inconclusive; x = not tested or not shown; [ ] = remark or other dose. Unless noted, the call rests on the fitted dose curve; in most records, active means well fitted curve in the direction sought with a large enough effect; inconclusive means small, poorly fitted or top-dose-only effect, or another doubt; inactive means no such curve, though single readings can be large; an effect the other way counts as inactive or inconclusive. The list is partial; count on the stated rates, not on these rows.

No. | SMILES | PLK1 PBD block | WRN helicase inh | EPAC1 antagonist | MmCpn inh
1 | O=C(NCCCCO)c1c(-c2ccccc2)oc2c1C(OCCCCCO)CCC2 (configuration not stated) | -14% | 0% | 3% | x
2 | CC(O)(CS(=O)(=O)Cc1ccccc1)C(=O)Nc1cccc(C(F)(F)F)c1 (configuration not stated) | 1% | -1% | 7% | -2%
3 | O=C(COc1ccc(/C=N/NS(=O)(=O)c2ccccc2)cc1)Nc1cccc(Cl)c1 | 1% | -19% | 0% | 0%
4 | O=C(CC(=O)Nc1ccc(F)cc1F)Nc1ccc(F)cc1F | 4% | -2% | 3% | 2%
5 | Cn1c[n+](C)cc1/C=N/O | 2% | 2% | 4% | 0%
6 | Cc1cccc(N2CCN(Cc3nc(-c4cccc(Oc5ccccc5)c4)oc3C)CC2)n1 | 2% | -9% | -10% | -2%
7 | COc1ccc(C2C(C(=O)Nc3cc(C)on3)c3ccccc3C(=O)N2C)cc1 (configuration not stated) | 24µM* | 3% | 2% | 1%
8 | COc1cccc(CNC(=O)CCC2CCCN(C(=O)c3cccc(Cl)c3)C2)c1 (configuration not stated) | -5% | -4% | -12% | 1%
9 | O=c1c(N2CCOCC2)c(N2CCOCC2)c1=O | 4% | 13% | -9% | 1%
10 | CC1(C)Cc2c(sc(NC(=O)C(=O)N3CCCC3)c2C#N)CO1 | u | -3%[57.1 µM] | -3% | 0%
11 | Cc1ccc2[nH]c3c(=O)n(CC(=O)NCCCN(C)Cc4ccccc4)ncc3c2c1 | -3% | 0% | -5% | -7%
12 | CCC(CO)Nc1ncc([N+](=O)[O-])cc1C#N (configuration not stated) | -9% | 4% | 16% | 1%

No. | PI5P4Ka inh | EPAC2 antag | EPAC1 ag | CCT modulator
1 | 9 | 0% | 5% | -2.9
2 | x | 0% | 0% | -1.1
3 | -8 | 6% | 4% | -0.1
4 | -7 | 2% | -2% | -4.3
5 | -17 | 4% | -2% | -2.3
6 | 22 | -10% | 3% | -1.0
7 | -8 | 2% | 0% | -0.3
8 | -2 | -2% | -13% | 0.6
9 | 2 | 0% | -1% | 1.3
10 | -13 | 2% | -3% | -0.7
11 | -7 | 3% | -1% | 0.9
12 | -1 | 8% | 9% | -1.0

Part of the list above, limited to MmCpn inh:
cpd | SMILES | MmCpn inh
10 | CC1(C)Cc2c(sc(NC(=O)C(=O)N3CCCC3)c2C#N)CO1 | 0%
6 | Cc1cccc(N2CCN(Cc3nc(-c4cccc(Oc5ccccc5)c4)oc3C)CC2)n1 | -2%

Returning to the listing; the four compounds before the break are reprinted first.
No. | SMILES | PLK1 PBD block | WRN helicase inh | EPAC1 antagonist | MmCpn inh
9 | O=c1c(N2CCOCC2)c(N2CCOCC2)c1=O | 4% | 13% | -9% | 1%
10 | CC1(C)Cc2c(sc(NC(=O)C(=O)N3CCCC3)c2C#N)CO1 | u | -3%[57.1 µM] | -3% | 0%
11 | Cc1ccc2[nH]c3c(=O)n(CC(=O)NCCCN(C)Cc4ccccc4)ncc3c2c1 | -3% | 0% | -5% | -7%
12 | CCC(CO)Nc1ncc([N+](=O)[O-])cc1C#N (configuration not stated) | -9% | 4% | 16% | 1%
13 | CCOc1ccc(S(=O)(=O)N2CCCC(C(=O)NCc3ccncc3)C2)cc1C (configuration not stated) | 1% | -5% | 2% | 3%
14 | CCOc1ccc(N2C(=O)CC(NNc3nc4ccccc4s3)C2=O)cc1 (configuration not stated) | -11% | -23% | 2% | 3%
15 | Cc1ccc(S(=O)(=O)N(c2ccccc2)C2CCS(=O)(=O)C2)cc1 (configuration not stated) | -13% | -2% | -5% | -2%
16 | O=C(COC(=O)COc1ccccc1)Nc1ccc(Br)cc1Br | -4% | -6% | -1% | -3%
17 | CCOc1ccccc1NC(=O)C1C2CCC(O2)C1C(=O)O (configuration not stated) | 2% | 3% | 5% | 0%
18 | CCCNC(=O)c1ccc2c(=O)n3c(-c4ccc(C)cc4)csc3nc2c1 | u | 5% | -10% | -9%
19 | CC(C)CC(=O)NCCCN1CCN(CCCNC(=O)CC(C)C)CC1 | 0% | 1% | -4% | 2%
20 | COc1ccc(N(C(=O)c2cnccn2)C(C(=O)NC2CCCCC2)c2cc(OC)c(OC)c(OC)c2)cc1 (configuration not stated) | -16% | 6% | 5% | 1%
21 | CCCCN(C)C(=O)Cc1c(OC)ccc2cc(Br)ccc12 | 24µM* | -15% | -1% | -15%
22 | O=C(N/N=C/c1cccs1)c1cc(-c2ccncc2)nc2ccccc12 | -1% | -6% | 6% | 0%
23 | CC(NCCN(C)C)C(=O)C12CC3CC(CC(C3)C1)C2 (configuration not stated) | 0% | -1% | -3% | 1%
24 | Cc1ccc(S(=O)(=O)Nc2ccccc2[N+](=O)[O-])cc1 | 1% | 1% | -25% | x

No. | PI5P4Ka inh | EPAC2 antag | EPAC1 ag | CCT modulator
9 | 2 | 0% | -1% | 1.3
10 | -13 | 2% | -3% | -0.7
11 | -7 | 3% | -1% | 0.9
12 | -1 | 8% | 9% | -1.0
13 | -5 | -15% | -4% | 0.6
14 | -5 | -1% | 0% | 1.3
15 | -5 | -2% | 1% | -2.3
16 | -1 | 9% | 8% | -1.3
17 | -2 | 1% | 10% | 1.1
18 | -7 | 1% | -6% | 0.0
19 | x | 2% | 3% | 0.2
20 | 0 | 3% | -2% | -3.5
21 | -16 | -6% | -4% | -0.8
22 | -11 | -2% | 0% | -3.9
23 | 8 | 10% | 10% | 0.1
24 | 0 | -20% | 7% | x

Additional entries follow.
No. | SMILES | PLK1 PBD block | WRN helicase inh | EPAC1 antagonist | MmCpn inh
25 | CC1CCCC(C)N1/N=C/c1ccccc1Br (configuration not stated) | -6% | 7% | 5% | 2%
26 | COC(=O)COc1ccc2c(c1C)O/C(=C\c1ccco1)C2=O | -13% | 13% | -13% | -5%
27 | Cc1ccc(-c2cc(C)nc3nc(N)nn23)cc1 | -11% | 3% | 3% | -4%
28 | Cc1ccc(-c2nnc(NCc3ccccc3)c3ccccc23)cc1 | -10% | -5% | -3% | -1%
29 | CN(C)S(=O)(=O)c1cccc(-c2nnc(SCc3cc(Cl)cc4c3OCOC4)n2N)c1 | 9.5µM* | -9% | 7% | 1%
30 | Cc1ccc(N(CC(=O)NC2CCCC2)C(=O)c2nsc(Cl)c2Cl)cc1 | -7% | -5% | 5% | 3%
31 | O=S(=O)(c1ccc2oc(=S)[nH]c2c1)N1CCOCC1 | 2.7µM* | u | -19% | -6%
32 | C/C(=N\NC(=O)c1nc2ccccn2c1C)c1ccc2c(c1)OCO2 | -6% | 0% | -4% | 0%
33 | CC(C)(C)c1ccc(/C=N/NC(=O)CN2CCS(=O)(=O)CC2)cc1 | 0% | 0% | -5% | -1%
34 | CCN(CC)c1ccc(NC(=O)CCc2nnc3ccc(N4CCCCC4)nn23)c(C)c1 | -7% | -6% | 10% | -2%
35 | CN(CC(=O)NCCc1ccc(Cl)cc1)S(=O)(=O)c1ccc2c(c1)c(=O)n(C)c(=O)n2C | 0% | 8% | -4% | 2%
36 | Cc1ccc(N(CCC#N)C(=O)COC(=O)c2ccccn2)cc1 | -4% | 4% | -8% | 1%

No. | PI5P4Ka inh | EPAC2 antag | EPAC1 ag | CCT modulator
25 | 7 | 2% | 8% | -8.8
26 | -3 | -2% | 4% | -0.8
27 | x | -1% | 8% | -4.0
28 | -4 | 2% | 0% | 0.9
29 | -6 | 5% | 4% | -0.7
30 | -3 | -2% | 10% | 0.7
31 | -69* | 0% | -8% | 0.6
32 | 6 | -1% | -1% | -4.2
33 | -2 | 2% | 8% | 0.4
34 | -6 | 1% | 14% | -1.0
35 | 4 | 2% | -12% | -2.6
36 | -2 | -4% | -5% | 2.5

Following part
No. | SMILES | PLK1 PBD block | WRN helicase inh | EPAC1 antagonist | MmCpn inh
37 | CC(=O)c1ccc(OCC(=O)NCC2(N3CCCCC3)CCCCC2)cc1 | 5% | -5% | 10% | -1%
38 | O=C(Nc1cc(C(F)(F)F)ccc1N1CCCCC1)c1ccco1 | -3% | -11% | -2% | 0%
39 | Cc1cc(NC(=O)CSCc2nc(-c3cccc(F)c3)oc2C)no1 | -10% | 1% | -8% | 2%
40 | CC(=O)c1ccc(NC(=O)C(Cc2ccccc2)n2cccc2)cc1 (configuration not stated) | 13µM* | -2% | 0% | -1%
41 | CC(C)COc1ccc(C(=O)NC(=S)Nc2ccc(CN3CCOCC3)cc2)cc1 | -8% | -25%[57.1 µM] | 8% | -3%
42 | CC(C)CC(=O)Nc1ccc(Cc2ccncc2)cc1 | 3% | 7% | -9% | 0%
43 | O=C(c1ccccc1)C1C(=O)c2ccccc2C1=O | -17% | -3% | 4% | 1%
44 | CCN(C)C1CN(Cc2cn(CCCOC)nn2)S(=O)(=O)C1 (configuration not stated) | 0% | -3% | 2% | x
45 | CCn1cc(C(=O)NCc2ccco2)c(=O)c2cc(F)c(N3CCN(C(=O)c4ccco4)CC3)cc21 | -14% | u | 10% | -7%
46 | COc1ccc2cc(C#N)c(N3CCN(C(=O)c4ccccc4C)CC3)nc2c1 | -7% | -3% | -21% | -13%
47 | Cc1cc(Cl)cc(Br)c1OCCCN1C(=O)NC(C)(C)C1=O | -2% | -1% | -2% | -24%
48 | CC(=O)Nc1ccc(S(=O)(=O)N(C)CC(=O)N/N=C/c2cccs2)cc1 | 0% | -4% | -20% | -4%

No. | PI5P4Ka inh | EPAC2 antag | EPAC1 ag | CCT modulator
37 | 5 | -2% | 14% | -0.5
38 | -4 | -4% | -1% | -1.1
39 | 0 | 3% | -1% | -1.3
40 | u | -13% | -13% | 0.5
41 | -1 | 0% | 8% | -2.4
42 | -8 | 2% | -8% | -1.5
43 | -9 | -1% | -8% | -2.2
44 | 1 | 0% | 3% | 1.7
45 | u | -2% | 8% | -1.4
46 | 0 | -11% | 14% | -1.5
47 | x | -5% | 6% | -2.0
48 | -12 | -2% | -3% | 1.5
